Screening data: PubChem BioAssay, NMMLSC
Avidin bead fluor = green autofluorescence of compounds with avidin beads – biophysical, 488/530 nm, flow cytometry, artefact control, profiling panel | compound fluorescence 488/530 nm; stronger effect = higher value | fluorescence (KMESF) at 10 µM | 0.38% of 220,000 active | AID 1775, 2009; in the data active = fluorescence above about 47; note: inactives centre near 10
RGS7-Gao = RGS7-Galphao binding modulators, primary screen, biochemical, multiplexed bead flow cytometry. Guanine nucleotide-binding protein G(o) subunit alpha (Homo sapiens), P09471. actives lie on both sides. binding response (% of control), % at 10 µM. 0.35% of 220,000 active. AID 1439, 2008; in the data active = binding response below about 49% or above about 150%; inconclusive = no clear call, values can overlap the other calls; inactive = in between;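 note: fluorescent Galphao held in activated GDP-AlF4 state binding bead-coupled RGS7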
Target sequence (P09471 whole entry, looked up): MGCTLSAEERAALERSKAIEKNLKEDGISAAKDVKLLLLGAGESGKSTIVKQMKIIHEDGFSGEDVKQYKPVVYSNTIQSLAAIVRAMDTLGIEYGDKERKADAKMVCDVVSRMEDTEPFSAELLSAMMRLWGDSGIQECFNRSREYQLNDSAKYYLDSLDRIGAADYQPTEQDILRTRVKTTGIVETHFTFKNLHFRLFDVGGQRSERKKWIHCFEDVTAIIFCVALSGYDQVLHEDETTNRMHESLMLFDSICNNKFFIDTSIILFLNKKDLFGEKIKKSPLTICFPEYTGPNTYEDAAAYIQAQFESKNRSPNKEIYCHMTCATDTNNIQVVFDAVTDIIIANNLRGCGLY
Bim-Bcl-W = inhibitors of Bim binding to Bcl-W, primary screen, biochemical, multiplexed, bead-based flow cytometry. Bcl-2-like protein 2 (Homo sapiens), Q92843. inhibition, % at 10 µM. Bim peptide-Bcl-W binding. 0.02% of 190,000 active;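 note: 0% = bound tracer without compound and 100% = peptide blocker; higher means less fluorescent Bim peptide bound to Bcl-W beads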
Target sequence (Q92843 whole entry, looked up): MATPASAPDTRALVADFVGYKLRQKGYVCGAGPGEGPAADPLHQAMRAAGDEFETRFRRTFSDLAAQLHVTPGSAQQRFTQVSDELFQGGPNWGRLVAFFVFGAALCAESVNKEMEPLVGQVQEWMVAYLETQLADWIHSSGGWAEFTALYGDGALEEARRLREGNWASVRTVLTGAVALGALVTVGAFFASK
ABCB1 block = ABCB1 efflux pump inhibitors, primary screen, cell-based, multiplex, flow cytometry, ABCG2 counter-screen; ATP-dependent translocase ABCB1 (Homo sapiens), P08183; CCRF-Adr cells, JC-1 efflux; inhibition, % at 6.6 µM; 0.067% of 190,000 active; in the data active = inhibition above about 40%;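 note: 0% = vehicle and 100% = reference inhibitor; higher value means more JC-1 retained so stronger ABCB1 efflux block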
ABCG2 block = ABCG2 efflux pump inhibitors, primary screen, multiplex with ABCB1, IgMXP3 cells, flow cytometry; Broad substrate specificity ATP-binding cassette transporter ABCG2 (Homo sapiens), Q9UNQ0; AID 1325, 2008; JC-1 efflux; 0.1% of 190,000 active; inhibition, % at 6.6 µM;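 active = inhibition above 80%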;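 note: 0% = DMSO and 100% = nicardipine control wells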
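Incubation: cells with compound and JC-1, 10 min at 25 °C, rotating, no wash / Test system: IgMXP3 (ABCG2) plus far-red-tagged CCRF-Adr (ABCB1) cells / Compound dosing: one concentration, 6.6 µM final / Also added: JC-1 fluorescent substrate / Evaluation: efflux inhibition in percent versus controls / Detection: flow cytometry, 530 nm JC-1 signal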
Bim-Bcl-B = inhibitors of Bim-Bcl-B binding, primary screen, biochemical, multiplexed, human Bcl-2 family. inhibition, % at 10 µM. 0.073% of 190,000 active. bead-based flow cytometry, Bim peptide-Bcl-B binding. AID 951, 2007;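 note: 0% = tracer peptide without compound and 100% = reference inhibitor peptide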
Bim-Bcl-2 = inhibitors of Bim-Bcl-2 binding, primary screen, biochemical, multiplexed, human Bcl-2 family. Bead-based flow cytometry, Bim peptide-Bcl-2 binding. inhibition, % at 10 µM. 0.06% of 190,000 active; in the data active = inhibition above about 40%; inconclusive = no clear call, values can overlap the other calls;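 note: 0% = no compound wells with probe peptide and 100% = reference peptide inhibitor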
Target sequence (P10415 whole entry, looked up): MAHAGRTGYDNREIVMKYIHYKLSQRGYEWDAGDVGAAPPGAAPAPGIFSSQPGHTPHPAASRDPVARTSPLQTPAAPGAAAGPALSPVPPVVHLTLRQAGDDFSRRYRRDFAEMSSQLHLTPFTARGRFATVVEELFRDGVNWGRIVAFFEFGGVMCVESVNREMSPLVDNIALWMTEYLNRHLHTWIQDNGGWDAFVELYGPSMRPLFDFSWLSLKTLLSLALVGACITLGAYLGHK
RGS4-Gao reg = modulators of RGS4 binding to Galphao, primary screen, biochemical, multiplexed bead flow cytometry; actives lie on both sides; binding response (% of control), % at 10 µM; 0.33% of 220,000 active; in the data active = binding response below about 49% or above about 150%; inactive = in between;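 note: fluorescent Galphao activated with aluminum fluoride binding bead-coupled RGS4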
Bim-Bcl-XL = inhibitors of Bim-Bcl-XL binding, primary screen, biochemical, multiplexed, bead flow cytometry, human Bcl-XL; Bcl-2-like protein 1 (Homo sapiens), Q07817; Bim peptide-Bcl-XL binding, fluorescence; inhibition, % at 10 µM; 0.04% of 190,000 active
Target sequence (Q07817 whole entry, looked up): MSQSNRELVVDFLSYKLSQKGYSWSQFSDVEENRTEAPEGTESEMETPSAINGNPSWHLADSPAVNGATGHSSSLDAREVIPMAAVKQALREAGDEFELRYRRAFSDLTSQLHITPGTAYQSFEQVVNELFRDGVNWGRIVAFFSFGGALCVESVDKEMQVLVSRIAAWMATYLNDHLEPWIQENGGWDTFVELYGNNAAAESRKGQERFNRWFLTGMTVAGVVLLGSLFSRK
GSH fluor = compound fluorescence on glutathione beads, profiling panel, artefact control, biophysical, 488/530 nm, flow cytometry. GSH beads flow cytometry, compound fluorescence 488/530 nm; stronger effect = higher value. fluorescence (KMESF) at 10 µM. 0.25% of 190,000 active; in the data active = fluorescence above about 89;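 note: glutathione beads carrying GST-tagged Bcl family fusion proteins plus one bare bead set; values are compound well signal with DMSO vehicle wells as background; inactives centre near 16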
Bfl-1 Bim block = inhibitors of Bim binding to Bfl-1, primary screen, biochemical, multiplexed, bead-based flow cytometry; Bim-Bfl-1 binding inhibition; Bcl-2-related protein A1 (Homo sapiens), Q16548; inhibition, % at 10 µM; 0.12% of 190,000 active;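 note: 0% = wells without compound plus tracer and 100% = blocker peptide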
Numbers without * were called inactive; ? = inconclusive. Cut-off read from the data, not from the text of the source, unless noted: active = inhibition above about 40%. Outcome played no part in choosing rows; 1.3% or so of the library scored in one or more.

SMILES	Avidin bead fluor	RGS7-Gao	Bim-Bcl-W	ABCB1 block	ABCG2 block	Bim-Bcl-B	Bim-Bcl-2	RGS4-Gao reg	Bim-Bcl-XL	GSH fluor	Bfl-1 Bim block
COc1ccc(C2=NOC(C(=O)NCc3ccccn3)C2)cc1OC (stereo unspecified)	36	95.4	0.0	-0.2	-0.3	0.0	0.0	95.4	0.0	18	-1.0
CN1C(=O)/C(=C\c2cc(N=Nc3ccccc3)ccc2O)SC1=S	7	100.7	3.0	-0.4	-0.8	-1.0	5.0	102.0	0.0	25	6.0
Cc1ccc(CNC(=O)C2CC(=O)N(CCC(C)C)C2)cc1 (stereo unspecified)	7	102.6	0.0	-0.8	-2.1	0.0	0.0	100.5	0.0	13	-4.0
COc1ccc(N2C(=O)C3CCCN3C2c2cccc(F)c2)cc1Cl (stereo unspecified)	10	90.4	-1.0	0.0	4.0	-1.0	2.0	89.0	0.0	30	-11.0
Cc1cccc(NC(=S)NCc2cccs2)c1	11	99.6	0.0	0.4	8.5	-8.0	-7.0	100.4	-2.0	9	-5.0
CCCNc1nc2c(c(=O)[nH]c(=O)n2C)n1Cc1ccc(F)cc1	8	98.3	1.0	1.9	1.7	-9.0	-10.0	97.5	-7.0	20	-12.0
N#CCCn1cc(C(=O)Nc2ccc(C(=O)O)cc2)c(-c2cc3ccccc3o2)n1	9	?	1.0	1.6	3.4	-1.0	-3.0	95.5	0.0	14	-3.0
CCOC(=O)C1C(C(=O)NN)C1C(=O)Nc1ccccc1 (stereo unspecified)	12	102.9	0.0	-0.2	-0.7	-3.0	0.0	101.2	2.0	14	-3.0
CC(=O)Nc1ccccc1C(=O)C(=O)Nc1ccc(C)c(C)c1	16	109.4	-2.0	2.3	48.4	-2.0	1.0	109.6	-4.0	6	0.0
Cn1ccnc1SCC(=O)NC1CCCCC1	10	102.9	-2.0	0.0	-0.4	-1.0	-1.0	101.9	-2.0	20	-1.0
CCOc1ccc(NC(=O)CCC(=O)NNC(=O)COc2ccc(C)cc2)cc1	10	102.1	0.0	-0.4	-0.1	-1.0	-1.0	100.2	0.0	17	-3.0
O=C(NNC(=O)C1CC(c2cccnc2)=NO1)Nc1cccc(F)c1 (stereo unspecified)	8	98.5	-4.0	0.1	0.0	-4.0	1.0	96.8	-4.0	21	0.0
CCOc1ccc2nc(NC(=O)CSc3nc(SC)ns3)sc2c1	9	94.2	-1.0	-0.6	-1.6	0.0	-2.0	96.8	0.0	8	-2.0
O=C(Nc1ccc(F)cc1)Nc1ccc(Cl)cn1	5	106.3	2.0	0.1	3.4	-6.0	-1.0	106.6	-2.0	26	-5.0
CCOC(=O)c1cc(-c2ccccc2)sc1NC(=O)C(C)OC(=O)c1cccc(S(=O)(=O)N(C)C)c1 (stereo unspecified)	4	98.8	-6.0	0.1	-2.2	-12.0	-7.0	100.6	-7.0	13	0.0
Cc1ccc(C)c(S(=O)(=O)NCCOc2nc(NC(C)C)nc(NC(C)C)n2)c1	2	94.8	-5.0	0.5	0.9	-5.0	-6.0	97.7	-8.0	42	-4.0
O=C(Nc1ccccc1C(F)(F)F)c1cc(S(=O)(=O)N2CCOCC2)ccc1F	8	107.1	-2.0	0.5	4.3	-2.0	0.0	109.6	-3.0	63	-1.0
CC(=O)Nc1ccccc1NC(=O)C/C(C)=N/NC(=O)c1ccccn1	8	101.1	1.0	0.0	0.2	-1.0	2.0	100.0	0.0	9	-2.0
COc1ccc(N2CC(C(=O)O)CC2=O)cc1 (stereo unspecified)	21	104.5	-3.0	0.3	2.4	-4.0	2.0	103.3	-6.0	19	-6.0
O=c1[nH]c(-c2ccc3c(c2)OCO3)nc2c1sc(=S)n2-c1ccccc1	14	?	-3.0	-1.0	1.8	2.0	1.0	83.9	-1.0	12	7.0
Cc1cc(=O)n(C(NC(=O)c2ccccc2)C(=O)c2ccccc2)cn1 (stereo unspecified)	7	98.1	-5.0	0.4	1.1	-9.0	-3.0	99.3	-9.0	44	-3.0
CC(C(=O)Nc1ccc2c(c1)OCO2)N(c1ccc(Cl)cc1)S(C)(=O)=O (stereo unspecified)	15	100.9	0.0	0.3	34.6	-1.0	-1.0	98.3	-9.0	24	0.0
O=C1C(Cc2cccc([N+](=O)[O-])c2)S/C(=N/N=C/c2ccco2)N1c1ccccc1 (stereo unspecified)	12	104.2	-1.0	1.0	2.9	-4.0	0.0	100.7	-4.0	4	1.0
COc1ccc(S(=O)(=O)N2CCN(CCC(=O)Nc3ccc(F)cc3)CC2)cc1	11	96.4	-1.0	2.4	2.8	-5.0	0.0	97.1	-7.0	22	0.0
CSC1CCCCC1(O)CSc1nc2c(cc1C#N)CCCC2 (stereo unspecified)	12	104.0	0.0	0.7	2.9	-17.0	-8.0	100.2	-5.0	14	-5.0
Cc1ccc(S(=O)(=O)/N=C(/NC(=S)Nc2cccc(C)c2)c2ccccc2)cc1	23	99.2	-1.0	-0.4	-1.1	0.0	-1.0	99.9	-2.0	16	-4.0
Cc1c(Cl)cccc1NC(=S)N1CCN(c2ccccn2)CC1	11	107.9	0.0	0.2	0.3	-9.0	-2.0	104.7	-3.0	9	-5.0
N/C(Cc1ccc(Cl)c(Cl)c1)=N\OC(=O)c1cccs1	9	98.4	15.0	0.8	2.0	41.0*	29.0	101.8	8.0	19	14.0
O=C(NC1CCCCC1)c1c2c(nc3ccccc13)CCC2	23	100.4	-1.0	0.2	1.2	1.0	0.0	94.5	0.0	11	-5.0
CCN(CC)c1ccc2cc(C(=O)O)c(=O)oc2c1	22	100.2	0.0	1.0	12.8	-6.0	-1.0	91.7	-2.0	24	-11.0
Cc1ccc(C(=O)N/C(=C\c2ccc(Cl)cc2)C(=O)NCCCN2CCOCC2)cc1	4	102.5	-2.0	0.2	2.2	-6.0	0.0	101.7	-4.0	9	-1.0
CC1CCN(c2cc(=O)n(C3CCCCC3)c(=O)[nH]2)CC1	8	100.5	2.0	-2.0	-1.8	-4.0	-5.0	99.6	-2.0	21	-9.0
CCN(CC(O)COCc1ccc(Cl)cc1)C1CCCCC1 (stereo unspecified)	11	101.1	0.0	-0.1	0.8	-3.0	-1.0	98.9	-1.0	12	-5.0
O=C(NNC(=O)C1C2CCC(C2)C1C(=O)O)c1ccc(Cl)cc1 (stereo unspecified)	11	95.0	-1.0	-0.1	0.1	-4.0	-3.0	99.2	-3.0	22	-8.0
CCCN(CCC)S(=O)(=O)c1ccc(C(=O)Nc2ccc(OCC(=O)N3CCOCC3)cc2)cc1	9	100.1	5.0	0.0	1.1	-7.0	-6.0	103.8	-6.0	7	-10.0
Cc1ccc(C2CCN(C(=S)Nc3cccc(Cl)c3)C2)cc1 (stereo unspecified)	8	94.1	2.0	0.1	7.5	0.0	-2.0	101.7	-3.0	9	-4.0

Eleven compounds already listed, arranged by molecular weight, falling:
SMILES	Avidin bead fluor	RGS7-Gao	Bim-Bcl-W	ABCB1 block	ABCG2 block	Bim-Bcl-B	Bim-Bcl-2	RGS4-Gao reg	Bim-Bcl-XL	GSH fluor	Bfl-1 Bim block
CCCN(CCC)S(=O)(=O)c1ccc(C(=O)Nc2ccc(OCC(=O)N3CCOCC3)cc2)cc1	9	100.1	5.0	0.0	1.1	-7.0	-6.0	103.8	-6.0	7	-10.0
Cc1ccc(C(=O)N/C(=C\c2ccc(Cl)cc2)C(=O)NCCCN2CCOCC2)cc1	4	102.5	-2.0	0.2	2.2	-6.0	0.0	101.7	-4.0	9	-1.0
Cc1ccc(S(=O)(=O)/N=C(/NC(=S)Nc2cccc(C)c2)c2ccccc2)cc1	23	99.2	-1.0	-0.4	-1.1	0.0	-1.0	99.9	-2.0	16	-4.0
COc1ccc(S(=O)(=O)N2CCN(CCC(=O)Nc3ccc(F)cc3)CC2)cc1	11	96.4	-1.0	2.4	2.8	-5.0	0.0	97.1	-7.0	22	0.0
O=C1C(Cc2cccc([N+](=O)[O-])c2)S/C(=N/N=C/c2ccco2)N1c1ccccc1 (stereo unspecified)	12	104.2	-1.0	1.0	2.9	-4.0	0.0	100.7	-4.0	4	1.0
CSC1CCCCC1(O)CSc1nc2c(cc1C#N)CCCC2 (stereo unspecified)	12	104.0	0.0	0.7	2.9	-17.0	-8.0	100.2	-5.0	14	-5.0
Cc1c(Cl)cccc1NC(=S)N1CCN(c2ccccn2)CC1	11	107.9	0.0	0.2	0.3	-9.0	-2.0	104.7	-3.0	9	-5.0
N/C(Cc1ccc(Cl)c(Cl)c1)=N\OC(=O)c1cccs1	9	98.4	15.0	0.8	2.0	41.0*	29.0	101.8	8.0	19	14.0
CCN(CC(O)COCc1ccc(Cl)cc1)C1CCCCC1 (stereo unspecified)	11	101.1	0.0	-0.1	0.8	-3.0	-1.0	98.9	-1.0	12	-5.0
O=C(NC1CCCCC1)c1c2c(nc3ccccc13)CCC2	23	100.4	-1.0	0.2	1.2	1.0	0.0	94.5	0.0	11	-5.0
CCN(CC)c1ccc2cc(C(=O)O)c(=O)oc2c1	22	100.2	0.0	1.0	12.8	-6.0	-1.0	91.7	-2.0	24	-11.0

Other results:
SMILES	Avidin bead fluor	RGS7-Gao	Bim-Bcl-W	ABCB1 block	ABCG2 block	Bim-Bcl-B	Bim-Bcl-2	RGS4-Gao reg	Bim-Bcl-XL	GSH fluor	Bfl-1 Bim block
COc1ccc(OCCOc2ccc(C)nc2[N+](=O)[O-])cc1	3	95.2	-3.0	0.8	3.0	-3.0	0.0	96.0	-1.0	12	0.0
O=C(O)C1CCCCC1C(=O)Nc1ccc2c(c1)CCC2 (stereo unspecified)	17	103.0	1.0	0.5	1.7	0.0	-1.0	101.5	-1.0	16	-1.0
CCOc1ccc(C(C)=O)cc1Cc1c(O)nc(N)[nH]c1=O	10	97.9	-3.0	-0.2	-1.1	-3.0	2.0	99.2	-3.0	12	-2.0
CCCCC(CCC(=O)O)(C(=O)OCC)c1csc(Nc2ccccc2)n1 (stereo unspecified)	12	102.8	-1.0	0.3	1.1	-1.0	-1.0	98.2	-2.0	16	-6.0
C=CCn1c(=S)[nH]c2ccccc2c1=O	31	95.3	0.0	0.3	38.9	2.0	6.0	94.4	1.0	17	5.0
Cc1c(-c2nnc(-c3ccc(C(F)(F)F)cc3)o2)cnn1-c1ccccc1	9	102.2	5.0	0.1	2.4	-5.0	-6.0	102.2	-4.0	61	-12.0
